# ERAP1 HTS inh = inhibitors of human ERAP1 aminopeptidase. Q9NZ08. recombinant ERAP1, Leu-AMC fluorescence, 60 min. inhibition, % at 10.7 µM. 0.15% of 340,000 active. AID 652197;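 active = mean replicate inhibition of at least 30%, or all replicates individually reaching that 30% level; inactive = mean below 30% and not every replicate reaching it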;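 also: 0% = neutral control wells and 100% = L-leucinethiol positive control wells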
# PglD DTNB = blocks C. jejuni PglD acetyltransferase activity | purified PglD enzyme, DTNB colorimetric CoA detection | inhibition, % at 12.5 µM | 0.098% of 360,000 active; in the data active = inhibition above about 16%, passing the limit was not always enough; also: strong numbers were not always called active
# miR-122 sensor = inhibitors of miR-122 in Huh7 cells. Huh7 miR-122 Renilla luciferase sensor, 48 h; neutral wells = 0, positive control = 100. activation (reporter increase), % at 12.5 µM. 0.3% of 340,000 active. AID 602342;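 active = mean replicate activation score at least 90 and every replicate individually at or above 90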;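 also: higher luciferase means less miR-122 activity so hits act as miR-122 inhibitors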
# PGC1a acetyl inh = PGC1a acetylation modulation, inhibitor mode | inhibition, % at 15.6 µM | 0.17% of 350,000 active | U2OS PGC1a acetylation, AlphaScreen anti-acetyl-lysine; with virally co-expressed GCN5 acetyltransferase | AID 651687;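 active = every replicate shows inhibition of at least 40%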;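 also: 0% = neutral control wells and 100% = positive control wells; some results beyond the cut were filed as inactive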
# RAD54 branch = blocks human RAD54 Holliday junction branch migration; Q92698; 0.14% of 360,000 active; FAM/BHQ fluorescence; inhibition, % at 10.4 µM;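 active = mean normalized replicate activity at least 40 and at least half of replicates scoring 40 or more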;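 also: 0% = median of neutral control wells and 100% = median of positive control wells; inhibitors cause a drop in the FAM fluorescence signal; in these data hits start at about 50%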
# Cneo AK release = Cryptococcus neoformans lysis via adenylate kinase release; 0.2% of 360,000 active; C. neoformans lysis, adenylate kinase release luminescence, 4 h; normalised: neutral wells 0, clomiphene wells 100; lysis activity, % at 15 µM; AID 651654;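 active = mean lysis activity across replicates of at least 80%, whatever share of replicates individually reach that level; inactive = mean lysis activity below 80%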
#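 Material: C. neoformans cells | Amount: Yeast cell density of 5 × 10^6 cells/mL | Medium: Fresh YPD growth medium | Dosing: Single dose | Times: Static 4 h at 37 °C with compound, 1 h detection | Detection: AK luminescence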
# RAD52 inh = blocks human RAD52 DNA annealing. AID 651710. 0.46% of 360,000 active. recombinant RAD52 DNA annealing, FRET fluorescence. inhibition, % at 18.7 µM. P43351;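 active = every replicate showing at least 50% inhibition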
# Target sequence (P43351 whole entry, looked up): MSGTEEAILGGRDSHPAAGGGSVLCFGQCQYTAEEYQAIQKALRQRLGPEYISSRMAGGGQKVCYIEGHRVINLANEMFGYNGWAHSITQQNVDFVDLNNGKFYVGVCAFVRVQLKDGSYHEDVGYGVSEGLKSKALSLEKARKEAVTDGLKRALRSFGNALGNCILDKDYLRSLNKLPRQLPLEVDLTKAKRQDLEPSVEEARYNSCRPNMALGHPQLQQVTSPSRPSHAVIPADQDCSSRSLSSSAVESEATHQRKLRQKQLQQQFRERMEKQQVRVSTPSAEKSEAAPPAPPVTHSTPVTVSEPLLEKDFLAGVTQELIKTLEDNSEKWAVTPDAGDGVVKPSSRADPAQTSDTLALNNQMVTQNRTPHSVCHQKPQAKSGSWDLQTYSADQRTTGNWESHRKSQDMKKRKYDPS
# E-selectin induc = induces E-selectin expression in human endothelial cells | AID 686992 | P16581 | 0.37% of 260,000 active | activation, % at 7.58 µM | HUVEC E-selectin immunofluorescence imaging; normalized: neutral wells 0, TNF-alpha wells 100;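 active = mean E-selectin-positive cell signal at least 10% of the positive control, reached in at least 60% of replicates, without over 20% cell loss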;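 also: in these data hits start at about 27%; measured in HUVEC primary endothelial cells; signal is the percent of cells scored E-selectin positive by PE staining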
# Target sequence (P16581 whole entry, looked up): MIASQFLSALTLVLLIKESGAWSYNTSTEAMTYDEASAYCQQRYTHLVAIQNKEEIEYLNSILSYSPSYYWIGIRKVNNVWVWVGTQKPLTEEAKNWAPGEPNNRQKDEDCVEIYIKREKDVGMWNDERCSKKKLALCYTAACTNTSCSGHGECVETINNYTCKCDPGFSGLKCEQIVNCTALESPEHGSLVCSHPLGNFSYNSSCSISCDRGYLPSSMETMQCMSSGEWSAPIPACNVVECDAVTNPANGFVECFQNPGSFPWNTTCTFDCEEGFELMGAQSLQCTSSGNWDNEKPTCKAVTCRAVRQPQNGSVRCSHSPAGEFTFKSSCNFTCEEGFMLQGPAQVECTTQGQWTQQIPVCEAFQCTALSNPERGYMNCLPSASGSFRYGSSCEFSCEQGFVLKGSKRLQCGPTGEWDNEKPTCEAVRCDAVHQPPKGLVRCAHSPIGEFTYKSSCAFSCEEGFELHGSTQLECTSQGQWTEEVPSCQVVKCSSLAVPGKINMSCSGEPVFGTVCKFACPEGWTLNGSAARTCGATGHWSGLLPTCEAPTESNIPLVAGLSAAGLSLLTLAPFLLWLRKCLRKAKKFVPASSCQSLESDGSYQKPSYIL
#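 Test system: HUVEC; input: 3,000 HUVEC/well; measured by: immunofluorescence imaging; read-out: % PE-positive cells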
# Starred values were filed as active, the others as inactive; i = inactive; . = no result given; & = joins results of further samples; [ ] = remark or other dose.
no.	compound	ERAP1 HTS inh	PglD DTNB	miR-122 sensor	PGC1a acetyl inh
1	Cn1cnnc1SCc1ccc(C#N)cc1Cl	0	-3	6	11
2	C[C@H]1CN([C@@H](C)CO)C(=O)Cc2cc(NC(=O)Nc3cccc4ccccc34)ccc2O[C@@H]1CN(C)Cc1ccc(C(=O)Nc2ccccc2N)cc1	0	.	.	6
3	O=C(NCCC1=CCCCC1)c1ccc2c(c1)N(Cc1ccccc1)C(=O)CS2	.	2	5	-3
4	Cc1noc(C)c1NC(=O)N(C)C[C@H]1Oc2ncc(C3=CCCC3)cc2C(=O)N([C@@H](C)CO)C[C@H]1C	-2	1	-12[16.7 µM]	6
5	CCOc1cc(/C=C2\SC(=S)N(NS(=O)(=O)c3ccccc3)C2=O)ccc1O	6	-1	-7	7
6	O=C(c1cccs1)N1CCN(CCCc2ccccc2)CC1	.	-2	0	-6
7	N#C/C(=C\c1cc(O)c(O)c(O)c1)C(N)=O	10	-5	.	.
8	Cc1ccc(-c2noc(CCCC(=O)NC3CCCCC3)n2)cc1	-3	0	1	.
9	CN(C)CCCN(C(=O)c1ccc(C(=O)c2ccccc2)cc1)c1nc2cc3c(cc2s1)OCO3	4	-1	-7	.
10	CCCNC(=O)N1[C@@H](CO)[C@@H](c2ccccc2)[C@@H]1CNC(=O)c1cccc(F)c1	-2	0	61[16.7 µM]	10

no.	RAD54 branch	Cneo AK release	RAD52 inh	E-selectin induc
1	9	2	5	.
2	.	.	1	13
3	-10	-2	.	.
4	-3	-2	18	0.7
5	-77	0	i	.
6	-11	-2	.	.
7	13	0	-59	-0.3
8	5	0	-1	0.0
9	37	2	62*	.
10	6	-5	-60	-0.2

# Brought forward from above: three compounds; new compounds follow.
no.	compound	ERAP1 HTS inh	PglD DTNB	miR-122 sensor	PGC1a acetyl inh
8	Cc1ccc(-c2noc(CCCC(=O)NC3CCCCC3)n2)cc1	-3	0	1	.
9	CN(C)CCCN(C(=O)c1ccc(C(=O)c2ccccc2)cc1)c1nc2cc3c(cc2s1)OCO3	4	-1	-7	.
10	CCCNC(=O)N1[C@@H](CO)[C@@H](c2ccccc2)[C@@H]1CNC(=O)c1cccc(F)c1	-2	0	61[16.7 µM]	10
11	C[C@@H]1CN([C@H](C)CO)C(=O)c2cc(NC(=O)CCCN(C)C)ccc2O[C@@H](C)CCCCO[C@H]1CN(C)C(=O)NC1CCCCC1	0	1	4[16.7 µM]	-11
12	CCOC(=O)c1ccc(N2C(=O)c3n[nH]c(C)c3C2c2ccccn2)cc1 (configuration not stated)	-2	3	-1	6
13	C[C@H](NC(=O)CCCn1nnc2ccccc2c1=O)C(=O)O	0	-1	1	-4
14	Cc1cccc(C(=O)NCC(=O)N2CCCC2)c1	1	-1	0	-5
15	C[C@@H]1CN([C@@H](C)CO)S(=O)(=O)c2ccc(C#Cc3ccccc3F)cc2O[C@@H]1CN(C)C	0	0	-2[16.7 µM]	24
16	C[C@@H]1CN([C@H](C)CO)C(=O)c2cc(NC(=O)Nc3ccc(C(F)(F)F)cc3)ccc2O[C@H]1CN(C)C(=O)Nc1ccccc1	2	-2	-5[16.7 µM]	-1
17	O=C(NCc1ccccc1Cl)c1[nH]c(C(F)(F)F)nc1-c1ccccc1	0	2	16	-7
18	C/C=C/c1ccc(C2[C@H]3CNC[C@@H]2N3Cc2cccc(F)c2)cc1 (some centres not stated)	1	.	.	-14
19	COC(=O)[C@@H](Cc1c[nH]c2ccccc12)NC(=O)C1CCCN(S(=O)(=O)c2ccc(C)cc2)C1 (some centres not stated)	-1	5	-6	0
20	COc1ccc2c3c([nH]c2c1)[C@H](CO)N(C(=O)c1cnccn1)CC31CCN(C(=O)c2cnccn2)CC1	-1	.	.	-1

no.	RAD54 branch	Cneo AK release	RAD52 inh	E-selectin induc
8	5	0	-1	0.0
9	37	2	62*	.
10	6	-5	-60	-0.2
11	0	2	-24	-0.1
12	2	-2	1	0.1
13	-1	-3	-6	.
14	-10	-1	-6	-0.1
15	3	1	4	0.0
16	-1	1	15	-0.3
17	5	-2	-6	0.0
18	.	.	16	0.0
19	-4	-1	-10	0.4
20	.	.	-1	-0.2

# In the list so far, these have a Cl atom:
no.	compound	ERAP1 HTS inh	PglD DTNB	miR-122 sensor	PGC1a acetyl inh
1	Cn1cnnc1SCc1ccc(C#N)cc1Cl	0	-3	6	11
17	O=C(NCc1ccccc1Cl)c1[nH]c(C(F)(F)F)nc1-c1ccccc1	0	2	16	-7

no.	RAD54 branch	Cneo AK release	RAD52 inh	E-selectin induc
1	9	2	5	.
17	5	-2	-6	0.0

# The list goes on:
no.	compound	ERAP1 HTS inh	PglD DTNB	miR-122 sensor	PGC1a acetyl inh
21	COc1ccc(S(=O)(=O)N(C)C[C@@H]2OCCCC[C@@H](C)Oc3ccc(NS(=O)(=O)c4c(C)noc4C)cc3C(=O)N([C@@H](C)CO)C[C@@H]2C)cc1	-2	-1	-1[16.7 µM]	2
22	O=C(CCS(=O)(=O)c1cccc2nonc12)Nc1ccc(Br)cc1	3	-2	6	25
23	CCCNC(=O)N1CC(=O)N2[C@@H](CO)[C@H](c3ccc(C#CCC4CCCC4)cc3)[C@@H]2C1	0	.	.	0
24	C[C@@H]1CN([C@@H](C)CO)C(=O)Cc2cc(NC(=O)CCN3CCOCC3)ccc2O[C@@H]1CN(C)Cc1ccc(-c2ccccc2)cc1	2	.	-4[16.7 µM]	1
25	O=C(C[C@H]1CC[C@H]2[C@@H](COC[C@@H](O)CN2C(=O)c2ccncc2)O1)NC1Cc2ccccc2C1	2	-2	-5[16.7 µM]	-2
26	Cc1noc(C)c1NC(=O)Nc1cccc2c1O[C@@H](CN(C)Cc1ccncc1)[C@H](C)CN([C@@H](C)CO)C2=O	2	0	3[16.7 µM]	-5
27	COc1ccc(NS(=O)(=O)c2cc(NC(=O)c3cncc(Br)c3)ccc2OC)cc1	-2	3	75	11
28	COC(=O)C[C@@H]1C[C@H]2c3cc(N(C)C)ccc3O[C@H]2[C@H](CO)O1	-3	-3	2	-3&-5
29	O=C(Nc1ccc(O)cc1C(=O)O)c1ccc(NC(=O)c2ccco2)cc1	0	-6	-10	0
30	COCC(=O)N1C[C@@H](C)[C@@H](OC)CN(C)C(=O)c2ccc(NC(=O)c3cnccn3)cc2OC[C@H]1C	-5	0	.	5

no.	RAD54 branch	Cneo AK release	RAD52 inh	E-selectin induc
21	-16	0	7	-0.2
22	-10	0	-18	.
23	.	.	4	0.1
24	.	.	-8	0.5
25	0	-2	13	-0.1
26	1	2	0	.
27	2	1	-38	-0.3
28	3	-2	-27	0.3
29	-4	1	-6	.
30	-12	-1	25&-10	-0.1&0.5

# More structures.
no.	compound	ERAP1 HTS inh	PglD DTNB	miR-122 sensor	PGC1a acetyl inh
31	Cc1cc(C)c(C)c(OCC(=O)NCCN(C)C)c1	.	7	-1	7
32	CC1CN(C(=O)c2nn(C)cc2[N+](=O)[O-])CC(C)O1 (configuration not stated)	.	0	-10	0
33	CCCN(CCC)c1nc2c(C)cccn2c(=O)c1/C=C1/SC(=S)N(Cc2ccco2)C1=O	.	-2	5	3
34	Cc1ccc(CN2CCN(Cc3cnc(C)s3)CC2CCO)cc1 (configuration not stated)	2	.	1	-12
35	Cc1occc1-c1nc(-c2ccncc2)no1	.	2	-6	-4
36	Cc1cccc(-c2noc(CCC(=O)NCc3ccccc3)n2)c1	.	3	2	.
37	C=CCn1c(SCC(=O)NC2CCCCC2)nnc1-c1cccnc1	-4	0	-2	3
38	C[C@H](CO)N1C[C@H](C)[C@H](CN(C)S(=O)(=O)c2cccc(F)c2)Oc2ncc(C#CC3CCCC3)cc2C1=O	-1	0	0[16.7 µM]	-8
39	Cc1c(C(=O)Nc2c(C)n(C)n(-c3ccccc3)c2=O)oc2ccc(Cl)cc12	-2	-2	7	-20
40	O=C(CSc1n[nH]c(=O)[nH]c1=O)c1ccccc1[N+](=O)[O-]	0	5	-3	-1

no.	RAD54 branch	Cneo AK release	RAD52 inh	E-selectin induc
31	-8	5	.	.
32	0	-2	.	.
33	-17	1	.	.
34	.	.	-6	.
35	-5	-2	.	.
36	11	2	.	-0.8
37	4	1	-20	-0.2
38	-3	15	0	1.1
39	3	21	2	-0.3
40	0	-2	-9	.

# Later entries:
no.	compound	ERAP1 HTS inh	PglD DTNB	miR-122 sensor	PGC1a acetyl inh
41	Cc1cc(C(=O)Nc2ccc(N3CCOCC3)cc2)c2ccccc2n1	.	4	37	.
42	C[C@@H]1CN([C@H](C)CO)C(=O)Cc2cc(NC(=O)C3CCCCC3)ccc2O[C@H]1CN(C)Cc1ccc(Oc2ccccc2)cc1	-1	-3	5[16.7 µM]	-11
43	COc1ccc(/C=C/C(=O)OCC(=O)NC2CCCC2)cc1	1	5	.	1
44	CCOC(=O)c1c(CS(=O)(=O)c2ccccc2)n(C)c2cc(Br)c(O)c(CN(C)C)c12	1	.	5	-22
45	Nc1nc2c3ccccc3nc(Cc3ccccc3)n2n1	.	1	3	1
46	CCC(=O)N(C)C[C@H]1Oc2cc(Br)ccc2S(=O)(=O)N([C@H](C)CO)C[C@H]1C	-3	-1	-5[16.7 µM]	2
47	CN(C)c1ccc(-c2ccnc3c2CC(C)(C(=O)NCCc2ccccc2)O3)cc1 (configuration not stated)	0	3	1	.
48	Cc1noc(C)c1NC(=O)N(C)C[C@H]1Oc2ccc(NC(=O)Nc3ccc(C(F)(F)F)cc3)cc2CC(=O)N([C@H](C)CO)C[C@@H]1C	-4	6	-2[16.7 µM]	-2
49	O=C(NCCOc1ccccc1F)C1CC(=O)N(Cc2ccccc2)C1 (configuration not stated)	-11	-5	2	7
50	CC1(C)CC(=O)C2=C(C1)NC(=S)C(C#N)C21CCCCC1 (configuration not stated)	.	5	-3	13

no.	RAD54 branch	Cneo AK release	RAD52 inh	E-selectin induc
41	-2	0	.	.
42	5	-3	-18	-0.3
43	-11	-3	-1	-0.3
44	.	.	-11	.
45	-1	3	.	.
46	-3	-3	-1	0.1
47	-6	-2	-14	0.1
48	-1	6	11	-0.3
49	0	1	-3	-0.4
50	7	-2	-26	0.5

# Later entries
no.	compound	ERAP1 HTS inh	PglD DTNB	miR-122 sensor	PGC1a acetyl inh
51	O=C(NC1CCCCC1)C(c1cccs1)N(Cc1cccs1)C(=O)c1ccco1 (configuration not stated)	.	1	5	-6
52	COc1ccc(Cn2nnnc2CN(Cc2cc3ccc(C)cc3[nH]c2=O)C2CCCC2)cc1	.	5	-8	42*
53	O=c1cc(N2CCCCC2)c(-c2ccccc2)nn1Cc1ccccc1Cl	.	-8	-2	1
54	C[C@@H]1CCCCO[C@H](CN(C)S(=O)(=O)c2ccc(F)cc2)[C@H](C)CN([C@H](C)CO)C(=O)c2cc(NC(=O)Nc3ccc(F)cc3)ccc2O1	.	2	2[16.7 µM]	-3
55	COCC(=O)N1CC(=O)N2[C@H](C1)[C@H](c1ccc(-c3ccccc3F)cc1)[C@@H]2CO	1	.	.	-3
56	C[C@H](O)C#Cc1ccc([C@@H]2[C@@H](CO)N3CCCCN(C(=O)c4ccncc4)C[C@H]23)cc1	8	4	6[16.7 µM]	0
57	C=CC[C@]12N=C(c3ccc(OCCCO)cc3)O[C@H]1c1ccccc1CN(Cc1ccccc1)C2=O	-2	6	.	-14
58	COc1cccc(C2=Nc3cccc4cccc(c34)N2)c1	-2	-1	3	5

no.	RAD54 branch	Cneo AK release	RAD52 inh	E-selectin induc
51	-2	-1	.	.
52	15	-2	.	.
53	-13	-1	.	.
54	3	53	.	0.3
55	.	.	11	0.1
56	-3	50	-1	0.3
57	6	11	-19	.
58	3	0	-8	16

# Marked active in RAD52 inh, among the entries above:
No.	Structure	ERAP1 HTS inh	PglD DTNB	miR-122 sensor	PGC1a acetyl inh	RAD52 inh
9	CN(C)CCCN(C(=O)c1ccc(C(=O)c2ccccc2)cc1)c1nc2cc3c(cc2s1)OCO3	4	-1	-7	.	62*
